E-sel inducer: induces E-selectin expression in human endothelial cells | activation, % at 7.58 µM | AID 686992 | P16581 | HUVEC E-selectin immunofluorescence imaging; normalized: neutral wells 0, TNF-alpha wells 100 | 260,000 compounds, 0.37% hits;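 active = mean E-selectin-positive cell signal at least 10% of the positive control, reached in at least 60% of replicates, without over 20% cell loss; inconclusive = no rule given, readout overlaps actives, possibly toxicity-flagged; inactive = the rest, including those meeting only one limit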;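 note: in these data hits start at about 27%; measured in HUVEC primary endothelial cells; signal is the percent of cells scored E-selectin positive by PE staining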
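System: HUVEC, human umbilical vein endothelial cells; quantity: 3,000 cells/well; buffer or medium: EGM-2 medium, gelatin-coated wells; dosing: single-point compound dose; detection: immunofluorescence imaging; evaluation: % PE-positive cells; benchmarks: TNF-alpha, DMSO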
Cneo AK release: causes C. neoformans cell lysis; adenylate kinase release luminescence, 4 h; normalised: neutral wells 0, clomiphene wells 100; lysis activity, % at 15 µM; 360,000 compounds, 0.2% hits; AID 651654;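 active = mean lysis activity across replicates of at least 80%, whatever share of replicates individually reach that level; inactive = mean lysis activity below 80%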
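Material: C. neoformans cells | Amount: Yeast cell density of 5 × 10^6 cells/mL | Medium: Fresh YPD growth medium | Dosing: Single dose | Times: Static 4 h at 37 °C with compound, 1 h detection | Detection: AK luminescence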
PglD inh: PglD (C. jejuni) enzyme inhibition. purified PglD enzyme, DTNB colorimetric CoA detection. 360,000 compounds, 0.098% hits. inhibition, % at 12.5 µM; in the data active = inhibition above about 16%, passing the limit was not always enough; inconclusive = no clear call, values can overlap the other calls; note: strong numbers were not always called active
RAD52 anneal inh: inhibitors of human RAD52 DNA annealing; 360,000 compounds, 0.46% hits; inhibition, % at 18.7 µM; recombinant RAD52 DNA annealing, FRET fluorescence;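 active = every replicate showing at least 50% inhibition; inconclusive = mean inhibition at least 50% but not in every replicate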
ERAP1 inh: blocks human ERAP1 aminopeptidase activity. AID 652197. Q9NZ08. inhibition, % at 10.7 µM. 340,000 compounds, 0.15% hits. recombinant ERAP1, Leu-AMC fluorescence, 60 min;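 active = mean replicate inhibition of at least 30%, or all replicates individually reaching that 30% level; inactive = mean below 30% and not every replicate reaching it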;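 note: 0% = neutral control wells and 100% = L-leucinethiol positive control wells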
Target sequence (Q9NZ08 whole entry, looked up): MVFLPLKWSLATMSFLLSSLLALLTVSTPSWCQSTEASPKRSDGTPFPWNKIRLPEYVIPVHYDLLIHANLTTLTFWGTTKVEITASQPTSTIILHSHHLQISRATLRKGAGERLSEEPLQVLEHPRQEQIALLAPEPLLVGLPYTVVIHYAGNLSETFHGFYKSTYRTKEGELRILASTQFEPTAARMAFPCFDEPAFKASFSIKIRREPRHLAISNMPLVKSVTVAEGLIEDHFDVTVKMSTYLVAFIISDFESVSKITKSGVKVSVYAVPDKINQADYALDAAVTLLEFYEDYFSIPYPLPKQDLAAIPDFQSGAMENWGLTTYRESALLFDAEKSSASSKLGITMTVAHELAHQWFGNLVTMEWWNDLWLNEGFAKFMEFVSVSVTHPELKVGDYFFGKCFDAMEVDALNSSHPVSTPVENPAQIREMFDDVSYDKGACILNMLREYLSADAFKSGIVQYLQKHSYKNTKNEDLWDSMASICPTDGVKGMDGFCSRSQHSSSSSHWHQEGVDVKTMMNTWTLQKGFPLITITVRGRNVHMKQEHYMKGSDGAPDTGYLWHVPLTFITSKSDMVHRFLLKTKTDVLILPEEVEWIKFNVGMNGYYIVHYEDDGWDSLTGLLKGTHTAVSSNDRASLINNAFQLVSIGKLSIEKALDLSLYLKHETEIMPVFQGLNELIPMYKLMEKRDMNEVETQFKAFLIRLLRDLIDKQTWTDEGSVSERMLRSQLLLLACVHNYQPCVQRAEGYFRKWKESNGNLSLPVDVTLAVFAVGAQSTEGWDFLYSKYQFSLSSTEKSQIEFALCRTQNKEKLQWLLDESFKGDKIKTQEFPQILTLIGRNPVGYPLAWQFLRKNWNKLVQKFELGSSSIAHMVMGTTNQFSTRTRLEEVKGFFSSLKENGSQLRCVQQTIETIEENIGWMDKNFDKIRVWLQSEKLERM
PGC1a acetyl inh: lowers PGC1a acetylation signal in U2OS cells; AlphaScreen anti-acetyl-lysine; with virally co-expressed GCN5 acetyltransferase; inhibition, % at 15.6 µM; 350,000 compounds, 0.17% hits; AID 651687;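 active = every replicate shows inhibition of at least 40%; inconclusive = mean inhibition at least 40% but some replicate below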;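 note: 0% = neutral control wells and 100% = positive control wells; some results beyond the cut were filed as inactive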
RAD54 inh: RAD54 (human) branch migration inhibition; RAD54 Holliday junction branch migration, FAM/BHQ fluorescence; inhibition, % at 10.4 µM; 360,000 compounds, 0.14% hits;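 active = mean normalized replicate activity at least 40 and at least half of replicates scoring 40 or more; inconclusive = only one of the two criteria met; inactive = mean below 40 and under half of replicates reaching 40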;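 note: 0% = median of neutral control wells and 100% = median of positive control wells; inhibitors cause a drop in the FAM fluorescence signal; in these data hits start at about 50%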
miR-122 sensor: inhibitors of miR-122 in Huh7 cells | Huh7 miR-122 Renilla luciferase sensor, 48 h; neutral wells = 0, positive control = 100 | activation (reporter increase), % at 12.5 µM | 340,000 compounds, 0.3% hits;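 active = mean replicate activation score at least 90 and every replicate individually at or above 90; inconclusive = only one of the two criteria met; inactive = neither criterion met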;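 note: higher luciferase means less miR-122 activity so hits act as miR-122 inhibitors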
Starred values were filed as active, the others as inactive; u = inconclusive; x = no result given; [ ] = dose if it differs, or a comment.

SMILES	E-sel inducer	Cneo AK release	PglD inh	RAD52 anneal inh	ERAP1 inh	PGC1a acetyl inh	RAD54 inh	miR-122 sensor
N#Cc1ccccc1COC(=O)c1cc(S(=O)(=O)N2CCOCC2)ccc1F	0.2	2	-4	-15	-3	2	-5	-3
Cn1cccc1C(C(=O)NC1CCCCC1)N(C(=O)Cc1cccs1)C1CC1 (configuration not stated)	x	-8	-2	5	11	7	-6	2
O=C(/C=C/c1ccco1)Nc1ccc(S(=O)(=O)N2CCOCC2)cc1	x	0	-2	-30	-1	-5	6	1
CCOc1ccc(OCC(O)CN2CCN(S(=O)(=O)c3cccc(C(F)(F)F)c3)CC2)cc1 (configuration not stated)	u	0	-16	-15	1	-18	-7	1
COc1ccccc1NC(=S)Nc1cccc(F)c1	x	1	2	x	x	1	5	6
C[C@H](CO)N1C[C@H](C)[C@@H](CN(C)C(=O)CCC(F)(F)F)OCCCC[C@H](C)Oc2ccc(NC(=O)C3CCCCC3)cc2C1=O	0.2	-3	3	9	0	3	2	6[16.7 µM]
CCN1CCN(C(=O)NC2CC(=O)N(c3ccc(OC)cc3)C2)CC1 (configuration not stated)	0.0	x	x	-4	1	0	x	-1
Cc1ccc(C(=O)c2cc(C)sc2NC(=O)CN2CCN(C(=O)c3ccco3)CC2)cc1	x	0	5	x	x	-4	6	-3
Cc1cc(=O)oc2ccc(OC(=O)CC(C)C)cc12	1.3	x	x	-8	0	9	x	-4
C/C(CC(=O)Nc1cccc(Cl)c1)=N\NC(=O)Cc1ccc(Cl)cc1	x	0	0	x	x	6	4	2
CO[C@@H]1CN(C)C(=O)c2ccc(NC(=O)C3CC3)cc2OC[C@H](C)N(C(=O)c2cnccn2)C[C@H]1C	-0.2	-4	-1	-4	-2	1	-7	10[16.7 µM]
O=C(c1cccs1)N1CCCC(c2nc3c(nnn3Cc3ccc(F)cc3)c(=O)[nH]2)C1 (configuration not stated)	x	1	3	-4	0	x	-1	-6
O=C(c1ccccc1F)N1CCN(S(=O)(=O)c2ccc(S(=O)(=O)N3CCCCCC3)cc2)CC1	-0.2	18	2	-14	-2	1	-5	-19
CC(=O)N1N=C(c2ccco2)CC1c1cc2ccc(C)cc2nc1Cl (configuration not stated)	-0.3	-3	5	-9	-2	-8	-6	-3
O=[N+]([O-])c1ccc(S(=O)(=O)NN=C2CCCCC2)cc1	-0.4	0	-3	-39	2	6	-8	7

2 entries picked at random from the list so far:
SMILES	E-sel inducer	Cneo AK release	PglD inh	RAD52 anneal inh	ERAP1 inh	PGC1a acetyl inh	RAD54 inh	miR-122 sensor
CCOc1ccc(OCC(O)CN2CCN(S(=O)(=O)c3cccc(C(F)(F)F)c3)CC2)cc1 (configuration not stated)	u	0	-16	-15	1	-18	-7	1
CC(=O)N1N=C(c2ccco2)CC1c1cc2ccc(C)cc2nc1Cl (configuration not stated)	-0.3	-3	5	-9	-2	-8	-6	-3

Limited to RAD54 inh and RAD52 anneal inh (2 entries from above):
Molecule	RAD54 inh	RAD52 anneal inh
Cc1cc(=O)oc2ccc(OC(=O)CC(C)C)cc12	x	-8
N#Cc1ccccc1COC(=O)c1cc(S(=O)(=O)N2CCOCC2)ccc1F	-5	-15

Later entries.
SMILES	E-sel inducer	Cneo AK release	PglD inh	RAD52 anneal inh	ERAP1 inh	PGC1a acetyl inh	RAD54 inh	miR-122 sensor
CC(Sc1ccc(S(=O)(=O)N2CCOCC2)cn1)c1ccccc1Cl (configuration not stated)	1.7	1	10	-17	-2	-8	0	-1
CO[C@H]1CN(C)C(=O)c2cc(NC(=O)c3cnccn3)ccc2OC[C@H](C)N(CCc2ccccc2)C[C@@H]1C	-0.3	0	-1	-13	1	-1	0	x
Cn1c(N)c(C(=O)CSc2nc(C3CC3)n(-c3ccccc3)n2)c(=O)n(C)c1=O	-0.7	-1	-1	-14	0	-3	-3	-9
COc1ccc(S(=O)(=O)Nc2ccc3c(c2)CC(=O)N([C@@H](C)CO)C[C@@H](C)[C@H](CN(C)S(=O)(=O)c2ccccc2)O3)cc1	-0.4	-1	2	x	x	-9	2	0[16.7 µM]
Cc1sc(NC(=O)c2ccco2)c(C(c2cccnc2)N2CCCC2)c1C (configuration not stated)	x	2	4	x	x	4	2	-9
CCOC(=O)c1c(C)oc(=O)c(CC)c1O	x	-1	6	-3	2	x	-3	x
O=[N+]([O-])c1cccc(NNS(=O)(=O)c2ccccc2F)c1	0.1	2	-3	-9	1	x	2	x
COc1ccc(F)cc1-c1cc(C(=O)NCc2cccc(C(F)(F)F)c2)[nH]n1	0.2	-1	-2	2	-2	-6	4	-13
NC(=O)c1ccccc1NC(=O)CCc1ccccc1	x	-1	1	-5	-5	3	0	1
C=CCSC(CC)(CC)C(N)=O	-0.1	4	0	-6	-2	4	-10	7
O=C(C[C@@H]1CC[C@@H]2[C@H](COC[C@@H](O)CN2C(=O)c2cnccn2)O1)N1CCN(c2ccccc2)CC1	1.0	0	2	x	x	7	-4	-1[16.7 µM]
CCOC(=O)C1CCCN(Cc2ccc(OCC)cc2)C1 (configuration not stated)	x	-2	1	x	x	3	-13	-2
CCn1c(N)nc2ccccc21	x	0	-6	x	x	2	5	4
CN1CCN(CCNC(=O)Nc2ccc(Cl)cc2)CC1	0.2	-3	-3	-1	0	x	-4	-4
COc1ccc(OC)c(Nc2nc(N)nc(-c3cc4ccccc4o3)n2)c1	x	0	-6	x	x	-2	5	-1
Cc1ccccc1NC(=O)CNc1ccccc1C(=O)NCc1ccco1	x	4	-11	x	x	-3	-1	-6
COc1cccc(NC(=O)Cn2c(=O)c3c(ncn3Cc3ccccc3)n(Cc3ccccc3)c2=O)c1	x	2	0	x	x	-16	5	-2
C/C(=N\NC(=O)Cc1ccc(Cl)c(Cl)c1)c1cccnc1	-0.8	-2	0	1	5	x	-12	-2

Compound profiles (already shown). Order of screens: E-sel inducer | Cneo AK release | PglD inh | RAD52 anneal inh | ERAP1 inh | PGC1a acetyl inh | RAD54 inh | miR-122 sensor
NC(=O)c1ccccc1NC(=O)CCc1ccccc1 is entered as x | -1 | 1 | -5 | -5 | 3 | 0 | 1
COc1ccc(F)cc1-c1cc(C(=O)NCc2cccc(C(F)(F)F)c2)[nH]n1 is entered as 0.2 | -1 | -2 | 2 | -2 | -6 | 4 | -13
COc1ccc(S(=O)(=O)Nc2ccc3c(c2)CC(=O)N([C@@H](C)CO)C[C@@H](C)[C@H](CN(C)S(=O)(=O)c2ccccc2)O3)cc1 is entered as -0.4 | -1 | 2 | x | x | -9 | 2 | 0[16.7 µM]
C=CCSC(CC)(CC)C(N)=O is entered as -0.1 | 4 | 0 | -6 | -2 | 4 | -10 | 7
CN1CCN(CCNC(=O)Nc2ccc(Cl)cc2)CC1 is entered as 0.2 | -3 | -3 | -1 | 0 | x | -4 | -4
